# Compound activity as filed in PubChem.
# KOR beta-arrestin-1: KOR agonists, beta-arrestin recruitment, primary screen, cell-based, luminescence, uHTS (AID 1777); KOR beta-arrestin recruitment, luminescence; higher % means a stronger effect; one-dose activation, % at 10 µM; EC50 in µM for titrated hits; 280,000 tested, 0.02% active; in the data active = activation above about 50%, passing the limit was not always enough; also: a part of the inactive calls stands beside numbers as strong as those of hits
# NOD2 inhibition: inhibition of NOD2-driven NF-kB reporter – cell-based, luminescence, uHTS, HEK293 (AID 1566). HEK293 NOD2/NF-kB luciferase reporter, luminescence; higher % means a stronger effect. inhibition, % at 4 µM; hits with a dose series show EC50 in µM. 290,000 tested, 0.63% active; also: many of its hits are not listed in these tables
# Siah-1 displacement: Siah-1 peptide-binding antagonists, primary screen, biochemical, fluorescence polarization, rhodamine-plectin, uHTS (AID 1817); Siah-1 / rhodamine-plectin peptide fluorescence polarization; higher % means a stronger effect; displacement, % at 20 µM, or IC50 in µM where a hit was titrated; 290,000 tested, 0.02% active;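 active = displacement of at least 50% at 20 µM, with a fluorescence ratio check between 0.3 and a set limit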;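 also: plate controls were Siah plus tracer with DMSO for no effect and tracer alone without Siah for full effect; strong numbers were not always called active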
# KOR beta-arrestin-2: KOR antagonists, beta-arrestin recruitment, cell-based, luminescence, uHTS (AID 1778); inhibition, % at 10 µM, or IC50 in µM where a hit was titrated; 290,000 tested, 0.091% active; KOR beta-arrestin recruitment, luminescence, antagonist mode; higher % means a stronger effect; also: strong numbers were not always called active
# Myeloid diff 2: myeloid differentiation induction; calls only at 10 µM; AID 624256; ER-HoxA9 myeloid progenitors, lysozyme-GFP differentiation, flow cytometry; 360,000 tested, 1% active;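 active = normalized GFP-positive differentiation at or above the plate's own cutoff, the solvent-only control mean plus 3 SD; inconclusive = no clear call, values can overlap the other calls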;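 also: cells exposed to compound for four days before flow analysis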
# HIV peptide binding: cell-free HIV fusion peptide-binding blockers – biochemical, uHTS, fluorescence dequenching, primary screen (AID 1986); 290,000 tested, 0.3% active; inhibition, % at 20 µM, or IC50 in µM where a hit was titrated; cell-free peptide binding, fluorescence dequenching, 30 min; higher % means a stronger effect; in the data active = inhibition mostly above about 52%, no sharp cut-off; inactive = mostly below about 76%; also: some results filed as inactive read as strong as hits
# NOD1 inhibition: inhibition of NOD1-driven NF-kB reporter – cell-based, luminescence, uHTS, primary screen (AID 1578) | 290,000 tested, 1% active | inhibition, % at 4 µM; hits with a dose series show EC50 in µM | NOD1-driven NF-kB luciferase reporter cells, luminescence; higher % means a stronger effect; in the data active = inhibition mostly above about 36%, no sharp cut-off; inactive = mostly below about 34%;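 also: HEK-293T reporter cells stimulated with the NOD1 agonist gamma-tri-DAP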
# Salmonella PhoP GFP: PhoP-dependent GFP reporter repression – Salmonella Typhimurium, primary screen (AID 1863) | inhibition, % at 50 µM, or IC50 in µM where a hit was titrated | 300,000 tested, 0.16% active | S. Typhimurium PhoP-regulated promoter GFP reporter, 4 h; higher % means a stronger effect;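 active = inhibition over 29.93%, a cutoff 3 SD above the screen mean, later confirmed by dose response; inconclusive = inhibition over 29.93% but no dose response follow-up; inactive = inhibition at most 29.93% or unconfirmed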;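 also: 0% = low Mg2+ inducing control and 100% = high Mg2+ repressing control; strong numbers were not always called active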
# LYP phosphatase: inhibitors of LYP phosphatase, biochemical, fluorescence intensity, uHTS (AID 1779). 290,000 tested, 0.054% active. recombinant LYP phosphatase, fluorescence intensity; higher % means a stronger effect. inhibition, % at 11.5 µM, or IC50 in µM where a hit was titrated;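 also: plate controls were vehicle with enzyme for no effect and no enzyme for full effect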
# Myeloid diff 2 GFP+ MAC1+ %: also measured in Myeloid diff 2; calls as there; GFP+ MAC1+ double positive, %; measured here: differentiation confirmed by MAC1 staining
# * = called active by the depositor; i = inactive; ? = inconclusive; . = no result given; [ ] = another dose, or the depositor's remark. Rule as the data show it, unless noted: active = inhibition above about 50%; inactive = the rest. This is a subset; rates above refer to the full screens.
SMILES,KOR beta-arrestin-1,NOD2 inhibition,Siah-1 displacement,KOR beta-arrestin-2,Myeloid diff 2,Myeloid diff 2 GFP+ MAC1+ %,HIV peptide binding,NOD1 inhibition,Salmonella PhoP GFP,LYP phosphatase
C/C(=N\NC(=O)c1cccc([N+](=O)[O-])c1)c1cccnc1,0.2%,-11%,1%,-26%,i,2.0,-0.5%,-3%,6%,-10%
C=CCNCC(=O)Nc1sc2c(c1C(=O)Nc1ccc(OC)cc1OC)CCC2,2.7%,21%,0%,-108%[20 µM],i,1.1,-1.6%,2%,-4%,-4%
COc1ccc(NC(=O)N[C@@H](CCSC)C(=O)O)cc1Cl,-2.5%,18%,-1%,0%,i,1.6,-1.1%,19%,-16%,-11%
COc1ccc(CCN2C(=O)CC(Cc3ccc(C)cc3)C2=O)cc1OC (stereo not given),.,2%,4%,-3%[20 µM],i,0.5,-1.2%,-35%,0%,-4%
COc1cccc2sc(N(CCCN(C)C)C(=O)C(c3ccccc3)c3ccccc3)nc12,6.9%,-10%,-7%,-29%,i,0.2,-1.4%,-58%,-3%,3%
O=C(CCC(=O)c1cccs1)NCC(=O)Nc1ccc(F)c(F)c1F,4.5%,10%,6%,-18%,i,0.3,2.5%,-11%,16%,-4%
Cc1ccsc1C1C(C#N)=C(N)N(N(C)C)C2=C1C(=O)CC(C)(C)C2 (stereo not given),0.6%,2%,14%,0%,i,0.7,-0.9%,-14%,-4%,-2%
CC(=O)Nc1c(NC(C)C)c2ccccc2oc1=O,2.9%,24%,4%,10%,i,1.3,-4.8%,.,1%,-2%
COc1ccc(OCC(=O)Nc2ccccc2OC)cc1,1.8%,-22%,3%,5%,i,8.4,-1.4%,-31%,-3%,-2%
C=CCN(C(=O)Cn1ncc2c1-c1cc(C)ccc1OC2)c1ccccc1,-3.4%,16%,2%,13%,i,2.6,1.7%,-9%,10%,0%

# Continued; the last 2 above are carried over.
SMILES,KOR beta-arrestin-1,NOD2 inhibition,Siah-1 displacement,KOR beta-arrestin-2,Myeloid diff 2,Myeloid diff 2 GFP+ MAC1+ %,HIV peptide binding,NOD1 inhibition,Salmonella PhoP GFP,LYP phosphatase
COc1ccc(OCC(=O)Nc2ccccc2OC)cc1,1.8%,-22%,3%,5%,i,8.4,-1.4%,-31%,-3%,-2%
C=CCN(C(=O)Cn1ncc2c1-c1cc(C)ccc1OC2)c1ccccc1,-3.4%,16%,2%,13%,i,2.6,1.7%,-9%,10%,0%
COc1cccc(NC(=S)N(C)C2CCN(C)CC2)c1,1.1%,22%,7%,8%,i,0.2,-1.1%,-1%,-6%,-4%
Cc1cc(C)cc(N(C(=O)c2csnn2)C(C(=O)NC2CCCCC2)c2ccccn2)c1 (stereo not given),-0.9%,11%,3%,4%,i,1.1,1.0%,4%,1%,-14%
O=C1c2cccc([N+](=O)[O-])c2C(=O)N1c1cccnc1,-1.6%,3%,2%,15%,i,0.3,0.7%,-37%,5%,4%
O=C(CCCCCNc1nc(=S)[nH]c2ccccc12)NCCC1=CCCCC1,-2.5%,10%,16%,-4%,i,0.6,1.2%,-9%,-1%,0%
CC(=O)c1c(C)[nH]c(C(=O)Nc2ccc(Cl)cc2F)c1C,-3.7%,-24%,2%,16%,i,3.6,2.3%,-56%,-4%,-5%
CC(Oc1cc2oc(=O)c3c(c2cc1Cl)CCC3)C(=O)NCc1ccccn1 (stereo not given),-1.4%,20%,-1%,-5%,i,1.0,-0.2%,-28%,-8%,-12%
COc1cccc(/C=N/NC(=O)CNC(=O)COc2cccc(C)c2)c1O,-3.7%,37%,-2%,-9%,i,0.4,-0.7%,-8%,-3%,-2%
Cc1ccc(-n2nc(C)c3c(-c4cccs4)c(C#N)c(N)nc32)cc1,-13%,24%,5%,-27%,i,0.2,-0.9%,19%,1%,4%
COc1ccc(C2CC(=O)C(C=NCCN3CCN(C(C)=O)CC3)=C(O)C2)cc1 (stereo not given),3.9%,-2%,8%,21%,i,1.3,3.1%,-13%,-1%,-5%
CC1(C)CC(=O)C2=C(C1)N(c1cccc(Cl)c1)C(=O)NC2(C(F)(F)F)C(F)(F)F,9.0%,14%,-2%,-24%,i,0.8,-2.6%,-34%,-7%,-7%
Cc1cccc(NC(=S)NC(=O)CC2CC(C)(C)OC2=O)c1 (stereo not given),-7.1%,7%,1%,-18%[20 µM],i,0.3,-0.5%,8%,1%,-4%
Cc1c(C(=O)Nc2cccc([N+](=O)[O-])c2)cnn1-c1ccccc1,4.4%,-46%,2%,-4%,i,0.3,-0.9%,-45%,10%,-6%
Nc1cc(Cl)c(N)cc1Cl,0.0%,-3%,-2%,6%,i,2.9,-1.2%,-14%,25%,-8%
CC(=O)Oc1cc2oc(=O)cc(C)c2cc1OC(C)=O,1.3%,-10%,-4%,-22%,i,1.8,-1.6%,2%,-5%,-11%
S=c1[nH]c(-c2ccccc2)cn1/N=C/c1ccccc1Br,-2.1%,-71%,15%,-7%,i,0.6,-0.7%,-49%,-4%,5%
CCCCCNc1nc(N2CCCC2)c2c(c1C#N)CCN(C)C2,-7.4%,13%,-2%,-12%,i,2.5,3.3%,-26%,9%,-6%
Cc1c(NC(=O)COC(=O)C23CC4CC(CC(O)(C4)C2)C3)c(=O)n(-c2ccccc2)n1C,-5.7%,3%,6%,-16%,i,0.3,0.1%,-14%,-3%,-5%
COc1ccc(S(=O)(=O)NCC2CCC(C(=O)NCCCN3CCCC3=O)CC2)cc1 (stereo not given),10%,8%,1%,-22%,?,.,-0.8%,-10%,0%,-8%
NCCNC(=O)Cn1c(=O)c2c3c(sc2n(Cc2ccccc2)c1=O)CCCC3,4.2%,6%,-1%,10%,i,0.3,-0.1%,-10%,19%,-6%
N#Cc1ccc(N2CCOCC2)c([N+](=O)[O-])c1,0.8%,6%,-2%,-29%,i,0.0,-0.6%,-40%,10%,-1%
CN(C)S(=O)(=O)N(CC(=O)Nc1ccc(F)c(F)c1)c1ccccc1,-2.6%,9%,1%,-14%,i,7.4,1.6%,4%,-4%,-1%
NC(N)=NC(N)=Nc1cccc(Cl)c1,2.3%,-11%,-1%,9%,i,1.2,0.9%,-9%,-3%,0%
Cc1ccc(C)c(NC(=O)CSc2nnc(CNC(=O)c3ccco3)n2C)c1,-2.5%,2%,0%,-10%,i,0.3,-1.8%,-1%,9%,-8%
Cc1nc2ccccc2n1S(=O)(=O)c1cc(C(=O)O)ccc1Cl,-4.6%,10%,-2%,1%,i,1.0,-1.2%,-5%,2%,-4%
Cc1ccc(OCC(O)CN2CCOCC2)c(C)c1 (stereo not given),-1.0%,-27%,-1%,5%[20 µM],i,0.1,-0.3%,-4%,7%,-5%
Cc1ccccc1-n1ncc(C(C)NC(=O)c2ccccc2)c1C (stereo not given),-9.0%,6%,0%,-1%[20 µM],i,0.7,-1.0%,-19%,0%,-7%
O=C1CC(C(=O)O)c2ccccc2N1 (stereo not given),8.9%,15%,0%,-10%,i,0.8,0.8%,-11%,4%,-9%
Cc1ccsc1C(=O)NCc1ccc(F)cc1,-3.1%,4%,-1%,-8%,i,0.5,0.3%,-12%,12%,-3%
CCOC(=O)C1C(=O)C=C(c2cccs2)CC1c1ccccc1C (stereo not given),-1.6%,20%,5%,14%,i,0.8,2.3%,15%,-10%,-2%
CCOC(=O)c1c(C)nc2c(c1C)c(=O)oc1ccccc12,-7.8%,12%,-6%,3%,i,0.7,-1.7%,-15%,0%,-9%
CCOC(=O)CNC(=O)C1COc2ccccc2O1 (stereo not given),5.2%,-7%,-2%,42%,i,0.3,1.2%,0%,2%,0%
CC[N+]1(C)CC2CCC(C)(C1)C2(C)C (stereo not given),-3.9%,1%,5%,34%,i,0.7,-0.5%,-27%,-1%,-6%
O=C(c1ccc2c(c1)OCO2)C1CCCN(Cc2ccc3nsnc3c2)C1 (stereo not given),3.9%,4%,0%,8%[20 µM],i,0.4,0.4%,-23%,.,-4%
CCOC(=O)C1CCN(C(=O)Nc2ccc(OCc3ccccc3)cc2)CC1,3.3%,3%,-5%,-18%,i,0.8,0.2%,0%,-10%,-5%
CCOC(=O)c1[nH]c2ccc(OCC)cc2c1NC(=O)CN1CCN(c2ccccc2)CC1,2.7%,6%,-2%,-20%,i,1.8,-0.4%,-8%,7%,0%
Cc1ccccc1C(=O)NC1CC2CCCC(C1)N2C(=O)Nc1ccccc1 (stereo not given),-1.5%,10%,10%,0%,i,1.4,-0.3%,-20%,1%,-6%
CCC(C)C(=O)Nc1ccc(S(=O)(=O)Nc2nccs2)cc1 (stereo not given),2.4%,3%,-6%,-30%[20 µM],i,0.1,0.5%,-16%,-4%,-10%
O=C(O)c1ccc(N2C(=O)c3ccc(C(=O)c4cccc([N+](=O)[O-])c4)cc3C2=O)cc1,-1.3%,18%,-4%,7%,i,0.5,-1.8%,2%,8%,29%
CCCCOC(=O)c1ccc(NC(=O)CSCc2n[nH]c(=O)[nH]2)cc1,0.0%,-9%,0%,28%,i,0.7,-1.9%,14%,10%,-9%
O=C/C(=C\Nc1ccccn1)c1nc2ccccc2o1,-1.9%,8%,11%,-4%,i,0.4,6.2%,-14%,-10%,3%
COc1ccc(N2CCN(C(=O)CSc3ccccc3N)CC2)cc1,-2.2%,-2%,-4%,7%,i,5.1,-0.1%,-22%,6%,-3%
Cc1ccc(C)c(OCC(=O)Nc2ccc(N3CCOCC3)cc2)c1,.,23%,7%,-16%[20 µM],i,0.5,-2.2%,-12%,0%,6%
COc1ccc(CNCc2ccco2)cc1OCc1ccccc1,-2.8%,-24%,0%,7%,i,0.8,-1.7%,-10%,3%,0%
Cc1ccc(SC(CC(=O)c2ccc(C(C)(C)C)cc2)C(=O)O)cc1 (stereo not given),-2.9%,11%,-1%,-48%[20 µM],i,0.5,11%,-1%,2%,-2%
CC(=O)c1ccc(NC(=O)Cc2ccsc2)cc1,3.8%,-40%,-5%,-44%,i,3.4,-1.4%,-63%,3%,-5%
COc1ccc(C(=O)N/C(=C\c2ccco2)C(=O)NCc2cccnc2)cc1,1.0%,-3%,-10%,-45%,i,0.3,22%,1%,11%,-7%
Cc1ccc(C(=O)C[n+]2cc(Br)cc(Br)c2)cc1[N+](=O)[O-],-0.7%,3%,5%,31%,i,0.4,11%,-31%,0%,7%
CC1(NC(=O)Nc2cccc3ccccc23)CCS(=O)(=O)C1 (stereo not given),3.1%,-8%,5%,-26%,i,0.6,-0.3%,-27%,4%,-5%
OCCC1CN(C2CCN(c3ccccc3F)CC2)CCN1Cc1ccccc1 (stereo not given),-2.5%,-7%,5%,4%,i,0.4,-0.1%,-29%,2%,-2%
Cn1cccc1CC(=O)N/N=C/c1cccc2ccccc12,2.3%,-1%,-2%,-30%,i,1.1,4.7%,1%,6%,9%
O=C(Nc1cc(N2CCOCC2)ncn1)c1ccccc1,-4.0%,12%,1%,-33%,i,1.1,-1.0%,-24%,-2%,-9%
